Screens deposited in PubChem by several laboratories.
DAX1 inh-1 – NR0B1 (DAX1) inhibition. P51843. HEK293 Gal4-DAX1 luciferase reporter, luminescence. inhibition, % at 6.75 µM. 0.99% of 340,000 active. AID 504766;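 active means inhibition above the mean over all tested compounds plus 3 SD, cut at about 4.2% in these data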;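 further: 0% = DAX1-transfected cells with DMSO and 100% = empty-vector control cells with DMSO; inhibition shows as a rise in luminescence from relieved DAX1 repression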
Target sequence (P51843 207-470 limits assumed): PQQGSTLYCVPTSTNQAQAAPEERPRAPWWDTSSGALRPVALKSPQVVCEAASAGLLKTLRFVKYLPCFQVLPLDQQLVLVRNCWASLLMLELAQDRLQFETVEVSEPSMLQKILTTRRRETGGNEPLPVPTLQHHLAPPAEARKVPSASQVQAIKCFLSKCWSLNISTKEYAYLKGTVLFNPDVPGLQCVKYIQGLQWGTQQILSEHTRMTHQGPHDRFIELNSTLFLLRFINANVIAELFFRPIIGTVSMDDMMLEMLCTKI
GC-A act – GC-A (human) enzyme activation. P16066. 0.14% of 370,000 active. AID 1671463. HEK293 GC-A cells, cGMP TR-FRET, EC30 ANP; 0% at EC30 ANP, 100% saturating ANP. activation, % at 10 µM; in the data active means activation above about 40%
PG9 binder – PG9 antibody binding by small molecule. inhibition, % at 6.7 µM. 0.43% of 360,000 active. AID 624416. TR-FRET gp120-PG9 antibody binding; in the data active means inhibition above about 8.5%
ADAM17 inh – inhibitors of human ADAM17; recombinant ADAM17, EDANS/DABCYL FRET peptide cleavage; inhibition, % at 6.95 µM; 0.83% of 370,000 active;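 active means inhibition above the mean of compounds lying between control limits plus 3 SD, set per campaign, cut at about 8.5% in these data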;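 further: 0% = DMSO-only wells as the low control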
DAX1 inh-2 – DAX1 (NR0B1) inhibition, primary screen | HEK293T StAR-luciferase reporter, SF-1/DAX-1 repression relief | 1.1% of 370,000 active | inhibition, % at 6.8 µM | AID 652010;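 active means inhibition above the mean over all tested compounds plus 3 SD, cut at about 3.6% in these data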;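 further: 0% = DAX-1 cells with DMSO and 100% = cells lacking DAX-1 with DMSO; higher inhibition means more luminescence from relief of DAX-1 repression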
GAA850 FXN act – activators of GAA850 frataxin (FXN) promoter | HEK293 lucGAA850 FXN promoter luciferase reporter, 24 h; percent of 10 µM SAHA response | activation, % at 6 µM | 0.56% of 360,000 active;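 active means activation above the average of all compounds screened plus 3 SD, cutoff fixed separately per campaign, cut at about 7.5% in these data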;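 further: 0% = DMSO wells and 100% = 10 µM SAHA wells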
ssDAF-12 act – activates DAF-12 receptor from parasite S. stercoralis | AID 652126 | HEK293 ssDAF-12/GRIP1 lit1-tk-luc reporter, luminescence; % of 3 µM dafachronic acid response | 1% of 370,000 active | activation, % at 6.8 µM;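 active means activation above the mean over all tested compounds plus 3 SD, cut at about 0.9% in these data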;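 further: 0% = DMSO-only wells and 100% = 3 µM delta7-dafachronic acid wells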
ADAM10 inh – ADAM10 inhibition, QFRET primary screen; O14672; recombinant ADAM10, EDANS/DABCYL FRET peptide cleavage, 3 h; inhibition, % at 7 µM; 0.62% of 370,000 active;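 active means inhibition above a per-campaign cutoff equal to the mean of compounds falling between control-based bounds plus 3 SD, cut at about 20% in these data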;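 further: 0% = DMSO wells while the 100% control is not disclosed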
Target sequence (O14672 214-748 limits assumed): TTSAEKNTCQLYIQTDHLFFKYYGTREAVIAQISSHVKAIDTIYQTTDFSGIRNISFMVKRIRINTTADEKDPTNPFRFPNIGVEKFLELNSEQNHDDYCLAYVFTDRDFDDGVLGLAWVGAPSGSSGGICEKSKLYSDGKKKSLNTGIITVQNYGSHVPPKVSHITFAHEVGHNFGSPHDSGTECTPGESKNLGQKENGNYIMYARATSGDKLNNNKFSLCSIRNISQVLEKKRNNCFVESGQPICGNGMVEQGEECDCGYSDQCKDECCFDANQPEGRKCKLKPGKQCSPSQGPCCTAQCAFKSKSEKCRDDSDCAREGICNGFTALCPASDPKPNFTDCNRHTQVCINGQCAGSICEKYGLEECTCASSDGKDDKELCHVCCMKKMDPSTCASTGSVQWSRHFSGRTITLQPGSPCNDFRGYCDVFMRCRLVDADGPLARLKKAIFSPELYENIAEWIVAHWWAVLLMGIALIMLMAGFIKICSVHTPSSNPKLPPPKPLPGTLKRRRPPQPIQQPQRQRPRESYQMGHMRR
hgDAF-12 ag – agonists of H. glycines DAF-12 nuclear receptor | 1.8% of 370,000 active | AID 687014 | activation, % at 6.8 µM | HEK293 GAL4-hgDAF12 UAS-luciferase reporter, agonist luminescence; normalized to butyrate control;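 active means activation above a cutoff set at the mean of all screened compounds plus 3 SD, cut at about 10% in these data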;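 further: 0% = DMSO wells and 100% = sodium butyrate wells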
hcDAF12 agonist – activates DAF-12 receptor from parasite H. contortus; 1.4% of 370,000 active; activation, % at 6.8 µM; HEK293 hcDAF-12 lit1-tk-luc reporter, luminescence; 0% DMSO, 100% Δ7-dafachronic acid;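 active means activation above the mean of all tested compounds plus 3 SD, cut at about 5.5% in these data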;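 further: 100% = response to 3 µM Δ7-dafachronic acid high control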
SMARCA2 activ – SMARCA2 function activation, primary screen | MG213 cells, MMTV-luciferase reporter, dexamethasone, overnight | activation, % at 9.1 µM | 1% of 370,000 active | AID 652017; in the data active means activation above about 7.8%;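 further: 0% = vehicle wells and 100% = reference activator wells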
Starred values were filed as active, the others as inactive; x = no result given.

Results follow in this order: DAX1 inh-2	ssDAF-12 act	hgDAF-12 ag	DAX1 inh-1	ADAM10 inh	PG9 binder	ADAM17 inh	GC-A act	GAA850 FXN act	SMARCA2 activ	hcDAF12 agonist
> CCCCCCCCNC(=O)CCNC(=O)c1ccc(C(C)(C)C)cc1
  -0.8	-2.3	0.1	0.1	8	0.0	0	-3	0.7	0	0.2
> CCOCCCNC(=O)c1ccccc1Br
  0.9	-0.4	1.7	-0.1	10	-4.2	1	-1	-0.5	-3	-0.9
> O=C(O)c1ccc(CNCc2ccccc2F)cc1
  0.7	-1.3	2.8	1.0	-33	-0.9	2	1	1.2	-1	-1.5
> CCOC(=O)c1sc(NC(=O)CSc2nnc(-c3ccco3)o2)c(C(=O)OCC)c1C
  -0.5	-1.2	1.6	0.5	-4	0.1	-3	-5	-0.8	-1	-0.5
> CCN(CC)S(=O)(=O)c1ccc(OC)c(NC(=O)CSc2ccccc2)c1
  -1.4	-1.4	-0.3	-0.7	-6	-0.7	3	-2	3.4	-3	-2.8
> O=C(Nc1cccc2ncccc12)C12CC3CC(CC(C3)C1)C2
  0.1	-1.1	1.8	2.0	-2	-2.5	-1	2	1.8	-1	-1.8
> Cc1nc2cc(NC(=O)c3ccco3)ccc2n1C
  7.7*	0.3	12*	-0.1	3	0.7	-2	1	0.5	5	1.8
> CC(=O)Nc1ccccc1N(CC(O)Cn1c2ccccc2c2ccccc21)S(=O)(=O)c1ccc(C)cc1 (configuration not stated)
  0.0	-1.4	0.1	1.2	25*	-2.6	13*	-25	-5.1	-3	-2.6
> Cc1cc(NC(=O)C(=O)c2cn(C)c3ccccc23)no1
  0.2	-0.6	-0.3	-0.3	-1	-0.1	-7	-6	4.0	-3	4.1
> CC(Cc1ccccc1)=NNc1ccc([N+](=O)[O-])cc1[N+](=O)[O-]
  0.5	2.4*	2.7	-0.7	-2	0.0	0	-1	-0.9	-2	0.1
> O=C(CSC1CC(=O)N(c2ccc(C(=O)O)cc2)C1=O)Nc1ccc2ccccc2c1 (configuration not stated)
  -0.7	-1.2	4.9	1.5	-7	-0.1	-1	4	-1.7	1	0.8
> COc1cc(-c2nnc(SCC(=O)/C(C#N)=C(\C)N)o2)cc(OC)c1OC
  -0.4	-1.4	0.9	-0.6	-7	-0.1	-1	-1	-1.8	-3	-0.8
> CCOc1nc(-c2ccccc2)ccc1-c1noc(-c2cccs2)n1
  -0.2	-0.7	1.9	1.9	-6	1.0	0	-8	-2.8	-4	-0.4
> CC(C)CN1C(=O)c2ccccc2C1c1nnnn1-c1ccc2c(c1)OCCO2 (configuration not stated)
  1.1	-1.2	-0.2	x	-2	-0.2	-4	1	x	-2	1.5
> O=S(=O)(c1ccc2c(c1)OCCO2)N1CCC(c2nc3ccccc3[nH]2)CC1
  0.3	-1.8	-2.8	-0.7	-3	-2.8	-2	0	3.5	3	-1.4

The list goes on.
Results follow in this order: DAX1 inh-2	ssDAF-12 act	hgDAF-12 ag	DAX1 inh-1	ADAM10 inh	PG9 binder	ADAM17 inh	GC-A act	GAA850 FXN act	SMARCA2 activ	hcDAF12 agonist
> NC(=O)Cc1ccc(C(=O)CSc2nnc(-c3ccncc3)n2C2CC2)s1
  0.7	-1.7	-2.4	0.3	-8	-1.7	-2	-4	-0.9	0	0.1
> CCNC(=O)C12CCC(C)(c3nc4cc(C)c(C)cc4nc31)C2(C)C (configuration not stated)
  -0.7	-1.8	-2.6	2.4	-10	-0.1	-1	4	2.2	-2	-0.8
> COc1ccccc1OCC(=O)Nc1cc(C(F)(F)F)ccc1-n1cncn1
  0.9	-0.3	-1.9	-0.3	6	0.9	-2	1	-0.9	-2	-1.8
> CC(=O)c1ccc(NC(=O)Cn2c(=O)oc3ccccc32)cc1
  -0.4	-0.5	1.4	-0.2	-4	-1.2	-5	6	1.2	0	-1.5
> c1ccc(-c2nnc3n2-c2ccccc2SC3)cc1
  -0.9	-0.5	-1.1	-0.3	-1	-0.5	0	2	-0.9	-4	-0.7
> Cc1c(N/C(=N/S(=O)(=O)c2ccccc2)c2ccc(Cl)cc2)c(=O)n(-c2ccccc2)n1C
  -0.7	-0.6	-3.7	-2.4	-1	-0.2	-2	0	-1.4	-2	1.0
> O=Cc1ccc(Oc2ccc(F)cc2)nc1
  -0.7	-1.6	-3.1	1.5	-1	0.2	-2	7	-1.7	1	-0.2
> Fc1ccc(Br)cc1/C=N/N1CCN(c2ccccc2)CC1
  -0.6	-0.8	1.6	-0.7	-6	-2.4	-3	2	1.2	0	2.2
> COc1ccc2sc(-c3ccc(S(C)(=O)=O)cc3)c(C(=O)NCCCN3CCCC3=O)c2c1
  -2.3	-1.0	-3.9	-0.9	-86	-1.1	-24	2	-4.0	-2	-1.5
> CCCCNC(=O)C1(C)CCCCN1C(=O)c1ccc(C)c(F)c1 (configuration not stated)
  0.1	-1.9	-2.7	x	1	-0.7	1	-2	0.9	1	0.0
> Cc1ccc(CNC(=O)Cn2c([N+](=O)[O-])cnc2C)cc1
  0.2	-1.9	-0.1	0.7	13	-2.8	-5	0	4.1	-4	0.1
> O=C(OCc1ccccc1)c1ccccc1O
  -0.8	-0.9	2.1	x	-18	-1.5	-5	-2	x	1	-0.7
> COc1cc(/C=N/NC(=O)CCC(=O)Nc2ccc(Br)cc2)ccc1O
  -0.1	-1.3	0.4	-0.4	1	2.0	-2	-9	-0.8	1	0.1
> O=C(CN1C(=O)CSC1=O)N1CCCCC1
  1.0	-1.0	-0.7	0.1	-9	-1.1	-3	2	0.5	-4	-2.0
> CS(=O)(=O)N1CCN(c2ccc(NC(=O)c3ccccc3)cc2)CC1
  0.8	-0.8	10	x	4	0.9	-4	0	6.0	3	1.5

Compound profiles, as listed above:
`O=Cc1ccc(Oc2ccc(F)cc2)nc1` is listed as DAX1 inh-2 = -0.7; ssDAF-12 act = -1.6; hgDAF-12 ag = -3.1; DAX1 inh-1 = 1.5; ADAM10 inh = -1; PG9 binder = 0.2; ADAM17 inh = -2; GC-A act = 7; GAA850 FXN act = -1.7; SMARCA2 activ = 1; hcDAF12 agonist = -0.2
`Cc1c(N/C(=N/S(=O)(=O)c2ccccc2)c2ccc(Cl)cc2)c(=O)n(-c2ccccc2)n1C` is listed as DAX1 inh-2 = -0.7; ssDAF-12 act = -0.6; hgDAF-12 ag = -3.7; DAX1 inh-1 = -2.4; ADAM10 inh = -1; PG9 binder = -0.2; ADAM17 inh = -2; GC-A act = 0; GAA850 FXN act = -1.4; SMARCA2 activ = -2; hcDAF12 agonist = 1.0
`COc1ccccc1OCC(=O)Nc1cc(C(F)(F)F)ccc1-n1cncn1` is listed as DAX1 inh-2 = 0.9; ssDAF-12 act = -0.3; hgDAF-12 ag = -1.9; DAX1 inh-1 = -0.3; ADAM10 inh = 6; PG9 binder = 0.9; ADAM17 inh = -2; GC-A act = 1; GAA850 FXN act = -0.9; SMARCA2 activ = -2; hcDAF12 agonist = -1.8

(further entries)
Results follow in this order: DAX1 inh-2	ssDAF-12 act	hgDAF-12 ag	DAX1 inh-1	ADAM10 inh	PG9 binder	ADAM17 inh	GC-A act	GAA850 FXN act	SMARCA2 activ	hcDAF12 agonist
> CC(NC(=O)C(c1ccccc1)c1ccccc1)c1ccc(S(N)(=O)=O)cc1 (configuration not stated)
  0.2	-0.6	0.6	3.0	-2	-0.6	-1	-7	-0.8	2	1.8
> O=C(OCc1nnc(-c2ccccc2)o1)c1ccccc1
  0.3	-1.7	3.0	0.2	0	0.4	-1	-6	3.8	-2	1.3
> COc1ccc(C2CC(C(F)(F)F)n3nc(C(=O)N(C)Cc4cn(C)nc4C)c(Cl)c3N2)cc1 (configuration not stated)
  -0.2	-0.8	-2.7	-0.1	1	-0.1	-6	8	-3.1	0	-2.3
> COc1ccc(Oc2cc(Cl)nc(N)n2)cc1
  -0.8	-1.0	2.5	-1.3	-3	0.7	-2	1	0.3	1	-3.6
> COc1ccc(C2CC(=O)Nc3sc(=N)c4c(N)c(C#N)c(N)nc4c32)cc1OC (configuration not stated)
  0.0	-0.6	-0.3	0.0	-13	1.4	-3	3	5.5	3	-0.6
> COC(CNC(=O)c1ccc(CS(=O)(=O)c2c(Cl)cccc2Cl)o1)OC
  -0.4	-1.2	-0.3	0.6	-10	0.7	-4	1	-1.2	-2	1.2
> Cc1cc(OCC(=O)N2CCc3ccccc3C2)c(C)cc1Br
  -0.3	-0.6	0.3	0.1	-1	0.8	0	-10	0.8	1	-1.9
> Cn1cccc1C(=O)NC(=O)COC(=O)c1ccc(S(C)(=O)=O)cc1
  0.8	-1.4	2.9	-1.6	-8	-1.2	-5	-1	0.1	-4	-1.3
> CC(=O)c1cc(NC(=O)c2cccc(C(F)(F)F)c2)c(=O)oc1/C=C/N(C)C
  0.8	-1.1	-2.2	-0.7	-4	-1.2	4	-5	1.8	-2	0.6
> Cc1ccccc1OCC(=O)NNC(=S)NC(=O)c1ccco1
  -0.2	-1.8	0.1	-0.4	8	-1.0	-1	11	-3.1	1	-1.9
> Cc1cc(Br)cn2c(CC(C)(C)C)c(C3CCCCC3)nc12
  0.0	-0.7	-2.0	x	-6	1.6	-6	-9	x	-7	0.7
> Cc1ccc(NC(=O)COC(=O)/C=C/c2ccc(Br)o2)cc1S(=O)(=O)N(C)C
  0.3	-1.0	-0.7	0.2	7	-2.3	5	-3	0.4	2	0.6
> CN1CCN(c2ccc(CNC(=O)C3(C)Cc4c(-c5ccccc5)ccnc4O3)cc2)CC1 (configuration not stated)
  -0.5	-1.2	1.5	x	-8	-1.4	-5	-5	1.3	-4	0.1
> C[C@H](NC(=O)[C@@H]1CCCN1C(=O)[C@@H]1CCCN1C(=O)OC(C)(C)C)c1ccccc1
  -0.6	-1.0	-5.3	x	-14	0.9	2	0	x	-5	-1.5
> COCCN(C(=O)COC(=O)Cc1ccc(Cl)cc1Cl)c1c(N)n(Cc2ccccc2)c(=O)[nH]c1=O
  -0.1	-0.7	1.1	0.3	-5	2.6	-3	1	0.2	-1	-0.7
> CCOc1ccc(-n2c(C)nnc2SCC(=O)N(CC)CC)cc1
  -1.0	-0.9	-1.4	0.9	-3	2.2	-6	0	1.2	-5	-1.4
